High-throughput results deposited in PubChem by several laboratories.
NALP1 inh = inhibitors of NALP1 inflammasome in yeast | S. cerevisiae NALP1/ASC/caspase-1 growth, X-gal OD620, 72 h | inhibition, % at 10 µM | 0.61% of 280,000 active | AID 2071; in the data active = inhibition mostly above about 24%, no sharp cut-off; inactive = mostly below about 32%; note: some compounds called inactive have numbers as strong as hits
V1R ag counter = counter-screen for oxytocin receptor agonists: human V1a receptor agonists; P37288; AID 2797; CHO-V1R cells, Fluo-8 calcium fluorescence, agonist mode; 0% DMSO, 100% 3 nM vasopressin; activation, % at 3 µM; 0.25% of 320,000 active;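 active = activation above the mean activation of all tested compounds plus 3 SD, per screening run, cut at about 20% in these data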;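 note: signal is peak over basal fluorescence ratio across a 100 second FLIPR read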
PHOSPHO1 block = PHOSPHO1 (human) inhibition | inhibition, % at 13.3 µM | Q8TCT1 | 1.1% of 290,000 active | recombinant PHOSPHO1, absorbance phosphatase assay; in the data active = inhibition above about 60%
Target sequence (Q8TCT1 whole entry, looked up): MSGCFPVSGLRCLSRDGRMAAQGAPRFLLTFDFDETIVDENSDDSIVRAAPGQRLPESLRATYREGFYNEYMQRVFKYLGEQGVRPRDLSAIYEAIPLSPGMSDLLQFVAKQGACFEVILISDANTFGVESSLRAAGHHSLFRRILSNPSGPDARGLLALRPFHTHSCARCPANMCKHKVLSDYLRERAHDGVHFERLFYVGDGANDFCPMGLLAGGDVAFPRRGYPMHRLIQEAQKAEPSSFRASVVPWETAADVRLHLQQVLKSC
MEKK3 PB1 HTS = modulators (inhibitors or enhancers) of MEK5 binding to human MEKK3 PB1 domain | bead-based flow cytometry, Alexa488-MEK5 binding to MEKK3; actives lie on both sides; 0 = blocked by unlabeled MEK5, 100 = vehicle | binding response (% of control), % at 10 µM | 1.4% of 290,000 active;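 active = binding response more than 3 SD above or below the average of its plate-row segment, actives on both sides; inconclusive = wells at one plate position flagged as instrument error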;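 note: Alexa488 bead fluorescence after subtracting the streptavidin-only scavenger bead signal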
OXTR ag = agonists of human oxytocin receptor. P30559. CHO-OTR cells, Fluo-8 calcium fluorescence; normalized: DMSO 0%, oxytocin 100%. activation, % at 3 µM. 0.32% of 320,000 active. AID 2435;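 active = activation above the mean of all tested compounds plus 3 SD, cutoff set per screening run, cut at about 20% in these data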;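 note: peak over basal fluorescence ratio from a 100 s FLIPR kinetic read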
Target sequence (P30559 whole entry, looked up): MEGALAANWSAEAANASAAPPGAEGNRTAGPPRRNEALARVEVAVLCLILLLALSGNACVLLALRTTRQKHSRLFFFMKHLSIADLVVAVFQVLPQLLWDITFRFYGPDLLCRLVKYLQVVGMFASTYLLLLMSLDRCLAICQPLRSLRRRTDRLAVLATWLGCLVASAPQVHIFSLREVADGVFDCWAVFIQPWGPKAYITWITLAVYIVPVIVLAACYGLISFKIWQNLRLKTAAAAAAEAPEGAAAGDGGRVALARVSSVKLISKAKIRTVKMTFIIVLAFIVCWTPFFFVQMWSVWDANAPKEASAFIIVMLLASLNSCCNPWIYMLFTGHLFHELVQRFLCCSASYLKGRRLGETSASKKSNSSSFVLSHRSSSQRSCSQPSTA
MEKK2 mut-MEK5 = signal of MEK5 binding to mutant human MEKK2 PB1 domain; percent response, % at 10 µM; AID 1530; 0.35% of 290,000 active; bead flow cytometry, Alexa488-MEK5 binding to MEKK2 mutant; in the data active = percent response above about 24%, passing the limit was not always enough; note: inactives centre near 1; some results filed as inactive read as strong as hits; reference of the scale not given here
MEKK2wt PB1 HTS = raises or lowers MEK5 binding to wildtype human MEKK2 PB1 domain | bead flow cytometry, Alexa488-MEK5 binding to MEKK2 WT; actives lie on both sides | Q9Y2U5 | binding response (% of control), % at 10 µM | 1.1% of 290,000 active; in the data active = binding response below about 67% or above about 130%; inconclusive = no clear call, values can overlap the other calls; inactive = in between
GPR7 antagonist = blocks human GPR7 receptor signaling. inhibition, % at 4.4 µM. 1.1% of 290,000 active. AID 1861. GPR7-expressing cells, fluorescence antagonist assay. P48145; in the data active = inhibition above about 16%, passing the limit was not always enough;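 note: cells stimulated with the agonist NPW; 0% = agonist with vehicle and 100% = vehicle without agonist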
GalR3 antagonist = human GalR3 antagonism. O60755. HEK293 GalR3-CNG cAMP membrane potential fluorescence; galR3 body fused to GalR1 C-terminus. 0.44% of 360,000 active. inhibition, % at 3 µM. AID 651719;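 active = inhibition above the screen-wide average plus 3 SD, cut at about 13% in these data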;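 note: forskolin and galanin both at EC90 stimulate the cells; cAMP rise reported by CNG channel membrane potential dye signal; 0% = forskolin plus galanin with DMSO and 100% = forskolin alone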
Target sequence (O60755 1-299 limits assumed): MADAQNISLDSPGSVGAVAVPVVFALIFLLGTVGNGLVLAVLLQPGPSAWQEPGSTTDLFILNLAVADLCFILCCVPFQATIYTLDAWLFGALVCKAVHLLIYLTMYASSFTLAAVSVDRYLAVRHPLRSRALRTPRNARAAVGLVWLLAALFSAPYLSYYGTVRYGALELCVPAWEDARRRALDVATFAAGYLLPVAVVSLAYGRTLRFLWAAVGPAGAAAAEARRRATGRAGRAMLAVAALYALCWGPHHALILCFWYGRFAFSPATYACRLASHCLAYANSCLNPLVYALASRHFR
* hit, by the source's call; u = inconclusive; x = no result given; & = joins results of further samples.

Value order: NALP1 inh	V1R ag counter	PHOSPHO1 block	MEKK3 PB1 HTS	OXTR ag	MEKK2 mut-MEK5	MEKK2wt PB1 HTS	GPR7 antagonist	GalR3 antagonist
1: C=CCn1c(O)c(C(CC)=Nc2ccc3c(c2)CCC3)c(=O)[nH]c1=O
→ -3	-0.2	32	96	0.2	-14	98	-8	-5
2: CC(=O)Nc1ccccc1C(=O)OCc1ccc(C(=O)c2ccccc2)cc1
→ 4	1.8	19	105	2.8	3	106	6	-7
3: O/N=C1/C(=C\c2ccccc2)N2CCC1CC2
→ 22	-0.8	-4	103	-0.4	3	103	-13	-6
4: COc1ccc(OCC(=O)N2CCCC(N3CCN(c4ccccc4C)CC3)C2)cc1 (centres undefined)
→ 12	1.9	41	102	-0.4	5	105	-8	0
5: O/N=C1\CCC2CN(C3CCCCC3)CC2C1 (centres undefined)
→ -7	0.7	17	104	1.3	1	106	-7	-5
6: CCCCCCn1c(O)c(C=NCCN2CCOCC2)c(=O)[nH]c1=O
→ 20	-0.6	-8	99	1.3	-4	100	-11	-2
7: CC(=NCc1ccco1)c1c(O)n(-c2ccc(Cl)cc2)c(=O)[nH]c1=O
→ -4	1.1	19	101	-1.3	-1	101	-5	-5
8: O=P(O)(O)/C=C(\Cl)c1ccccc1
→ 14	0.7	43	95	0.1	-1	98	-2	-7
9: CC12CN3CC(C)(CN(C1)C3c1ccco1)C2=O (centres undefined)
→ 14	0.5	22	104	0.1	6	108	3	-5
10: CN1CCc2nc3sc(C(=O)NC(C)(C)C)c(N)c3cc2C1
→ -6	0.0	-78	103	-0.3	5	111	-10	-4
11: COc1ccc(-n2c(O)c(C(C)=NCC3CCCO3)c(=O)[nH]c2=O)cc1 (centres undefined)
→ 15	1.1	32	96	-0.3	-7	95	6	3
12: CC(C)c1ccc(-n2c(O)c(C=NCCN3CCNCC3)c(=O)[nH]c2=S)cc1
→ -8	-0.3	36	105	1.8	6	113	-2	-12
13: C(=NC12CN3CN(CN(C3)C1)C2)c1cccs1
→ 10	0.6	45	92	0.3	-5	92	5	-8
14: O=c1[nH]c(=O)n(-c2cccc(Cl)c2)c(O)c1C=NCCN1CCCCC1
→ 2	-0.2	-8	97	-0.7	-2	105	3	-10
15: CC1OC(NCCc2ccccc2)C(O)C(O)C1O (centres undefined)
→ -82	1.8	-14	102	0.0	10	107	5	-4
16: O=c1[nH]c(=S)n(C2CC2)c(O)c1C=Nc1cccc(C(F)(F)F)c1
→ 0	0.5	-38	98	1.7	10	104	3	3
17: C1=C(c2ccccc2)CCNC1
→ 5	1.5	24	109	-0.1	17	106	-14	3
18: CCOP(=O)(OCC)C(O)c1ccc(OC)c(OC)c1 (centres undefined)
→ -6	1.6	40	109	0.2	10	109	-12	4
19: CCN(CC)c1ccc(/C=C2\C(=O)NC(=O)N(Cc3ccco3)C2=O)cc1
→ 8	1.6	-12	101	7.2	-3	93	1	-5
20: CC(=O)N1N=C2C3CCN(CC3)C2C1c1ccc(C)cc1 (centres undefined)
→ 16	0.3	-9	92	-0.4	9	92	-1	x
21: COc1cc(OC)c(OC)cc1/C=C1/C(=O)NC(=O)N(Cc2ccccc2)C1=O
→ 4	3.1	28	98	0.3	-10	98	-7	-4
22: CCOC(=O)C1CCN(/C=C2\C(=O)NC(=S)N(CC)C2=O)CC1
→ 10	1.2	62*	95	1.5	-2	92	-14	-4
23: COc1ccc(C2NCc3ccc4c(c3-n3cccc32)OCO4)cc1O (centres undefined)
→ 16	15	0	102	19	5	109	50*	x
24: CN1C(=O)C(=Cc2cn(CC(=O)N3CCCC3)c3ccccc23)C(=O)N(C)C1=O
→ -10	3.0	19	104	-0.1	8	107	0	-6
25: CC(C)C12CN3CCN(CC(C3)C1O)C2 (centres undefined)
→ 29	1.0	-7	x	-0.2	x	x	-6	-4
26: CC(=NCCc1c[nH]c2ccccc12)c1c(O)n(Cc2ccccc2)c(=O)[nH]c1=O
→ 0	4.9	-3	100	3.6	1	95	-3	-7
27: CC(N)Cc1c[nH]c2c1ccc1ccccc12 (centres undefined)
→ 10	1.7	25	104	2.8	9	121	7	-11
28: COc1ccc(CCNC2CCCCC2)cc1OC
→ -3	0.2	29	105	-0.2	5	103	-12	0
29: O=S(=O)(c1ccccc1)N1CN2CCN(C2)C1
→ 5	0.3	-14	99	-1.1	-2	97	-14	0
30: Cc1cccn2c(=O)c3c(nc12)N1CCCCC1C1(C3)C(=O)N(C)C(=O)N(C)C1=O (centres undefined)
→ 11	-0.7	33	108	-3.5	5	109	-18	-2
31: CCOP(=O)(OCC)C1(O)C(=O)Nc2ccccc21 (centres undefined)
→ 7	0.4	-5	100	-0.2	3	100	-9	-2
32: O=[N+]([O-])c1ccc(N2CCOCC2)c2cccnc12
→ -8	0.1	23	91	1.2	-5	94	-12	-2
33: O=C(c1ccc(Cl)cc1)C1CCCN(Cc2cccc3cnccc23)C1 (centres undefined)
→ 3	0.1	-7	97	2.3	0	101	-14	-3
34: Cc1ccc(-c2nc3ccccc3c(=O)n2-c2ncccc2C)cc1
→ 12	-0.2	45	u	-2.3	-20	u	-6	-8
35: CC1CCN(CC(=O)c2ccc3c(c2)OCCO3)CC1
→ 7	-0.4	20	104	0.4	-2	99	-9	4
36: CCOC(=O)C(C)(CC)NC(=O)CSP(=S)(OCC)OCC (centres undefined)
→ 30	0.0	15	77	0.5	-14	80	-8	0
37: c1ccc(P(c2ccccc2)c2ccccn2)cc1
→ 14	0.2	28	94	-2.6	-8	96	-18	-6
38: CC(C)n1c(=O)c(C=Nc2ccc(Br)cc2)c(O)n(Cc2ccco2)c1=O
→ 16	0.3	2	116	-0.5	2	102	7	-3
39: O=C(O)Cn1cc(/C=C2\C(=O)NC(=O)N(c3ccc(F)cc3)C2=O)c2ccccc21
→ -68	x	19	105	x	6	102	1	x
40: c1cncc(C2Nc3cccc4cccc(c34)N2)c1
→ 9	0.5	28&25	97&105	0.6	12&4	114&104	0&-1	-8
41: COC(=O)CCCNC(=O)CN1CC(c2ccccc2)CC1=O (centres undefined)
→ 14	0.2	-5	101	0.0	9	103	-6	2
42: COc1ccc(/C=N\N=C(N)N)cc1
→ 34	1.5	-5	102	1.5	-2	95	-19	-1
43: COc1ccc(-c2cc(-c3ccccc3)[n+](C)c(-c3ccccc3)c2)cc1
→ -10	-0.3	6	103	-0.5	-1	99	33*	-6
44: NC(=O)Cn1cc(C=C2C(=O)NC(=O)NC2=O)c2ccccc21
→ 16	x	15	104	x	-1	107	-13	-6
45: COc1ccccc1N1CCN(Cc2ccccc2)CC1
→ 2	-0.1	18	107	0.3	5	107	6	-9
46: OC(CCNCCc1c[nH]c2ccccc12)C(F)(F)F (centres undefined)
→ -9	-0.4	36	98	0.7	-2	104	-5	-10
47: COc1cc(C2NCc3ccccc3-n3cccc32)ccc1O (centres undefined)
→ 14	5.6	0	96	12	0	102	8	-4
48: CN1C(=O)c2ccccc2NC(=O)C1Cc1ccccc1 (centres undefined)
→ 3	1.1	16	99	2.8	1	86	-1	-6
49: Cc1ccc(-n2c(O)c(/C=N/N3CCCCCC3)c(=O)[nH]c2=O)cc1C
→ 7	-1.8	8	97	-0.8	-6	92	0	2
50: Cc1ccc2nc(N3CCC(C(=O)N4CCC5(CC4)OCCO5)CC3)sc2c1
→ -6	2.2	11	105	0.7	3	102	-2	-2
51: COc1ccc2nc(/N=C/c3c(O)n(-c4cccc(Cl)c4)c(=O)[nH]c3=O)sc2c1
→ 3	1.9	20	97	1.1	-19	88	-13	-4
52: CC(C)=CCSc1nnc([C@@H](N)Cc2c[nH]c3ccccc23)o1
→ -2	-0.8	4	101	0.5	2	106	-6	-1
53: CNC(=S)N1CCN(CCN=Cc2c(O)n(-c3ccc(C)cc3)c(=S)[nH]c2=O)CC1
→ 11	-0.7	38	98	0.0	-1	98	-10	-5
54: CC(C)(C)N(NC(=O)c1ccccc1)C(=O)c1ccccc1
→ 21	0.4	40	106	0.1	6	109	-9	-3
55: Cn1c(O)c(C=Nc2ccc(Br)cc2)c(=O)n(C)c1=O
→ 8	1.1	19	106	-0.1	21	107	-10	-7
56: N#CCC(=O)NN1Cc2ccccc2C1=N
→ x	0.8	4	104	0.2	-1	98	10	-4
57: CN1C(=O)C(Cc2nc3ccccc3c(=O)n2-c2ccccc2)c2ccccc21 (centres undefined)
→ 6	0.1	18	102	0.6	1	97	1	-3
58: Cc1ccc(CN2CCCN(Cc3ccc(C)cc3)S2(=O)=O)cc1
→ 30	-0.4	52	104	-1.6	0	109	14	-5
59: Cc1cc(OCC(=O)NC(Cc2ccc(Cl)cc2)C(=O)O)c2c3c(c(=O)oc2c1)CCCC3 (centres undefined)
→ 10	-1.0	-8	97	0.2	-3	95	-8	-4
60: CN1CCC2(CC1)NC(=O)C1=C(CN(C)CC1)N2
→ x	0.3	x	92	0.2	12	95	-10	1
61: CCOc1ccc(-n2c(O)c(N=Nc3c(C)n(C)n(-c4ccccc4)c3=O)c(=O)[nH]c2=O)cc1
→ 0	-0.1	25	106	-0.5	3	102	-5	-4
62: O=C(Nc1ccccc1)c1cc([N+](=O)[O-])ccc1N1CCNCC1
→ 10	1.3	48	107	2.2	2	105	-13	-3

3 records picked at random from those above:
Value order: NALP1 inh	V1R ag counter	PHOSPHO1 block	MEKK3 PB1 HTS	OXTR ag	MEKK2 mut-MEK5	MEKK2wt PB1 HTS	GPR7 antagonist	GalR3 antagonist
49: Cc1ccc(-n2c(O)c(/C=N/N3CCCCCC3)c(=O)[nH]c2=O)cc1C
→ 7	-1.8	8	97	-0.8	-6	92	0	2
59: Cc1cc(OCC(=O)NC(Cc2ccc(Cl)cc2)C(=O)O)c2c3c(c(=O)oc2c1)CCCC3 (centres undefined)
→ 10	-1.0	-8	97	0.2	-3	95	-8	-4
1: C=CCn1c(O)c(C(CC)=Nc2ccc3c(c2)CCC3)c(=O)[nH]c1=O
→ -3	-0.2	32	96	0.2	-14	98	-8	-5

Only part of the results is shown; count on the stated rates, not on these rows.
